Bioassay records: PubChem, several laboratories
LYP inhibition – PTPN22 lymphoid phosphatase activity blockers – biochemical, fluorescence intensity, uHTS (AID 1779); recombinant LYP phosphatase, fluorescence intensity; higher % means a stronger effect; 290,000 tested, 0.054% active; inhibition, % at 11.5 µM, or IC50 in µM where a hit was titrated;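 also: plate controls were vehicle with enzyme for no effect and no enzyme for full effect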
CSM14.1 death rescue – protection against thapsigargin-triggered cell killing – 384-well, CSM14.1, ATP luminescence, primary screen (AID 1222) | CSM14.1 thapsigargin-induced death rescue, ATP luminescence; higher % means a stronger effect | cellular ATP content (survival), % at 20 µM, or EC50 in µM where a hit was titrated | 190,000 tested, under 10 active;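 active = EC50 below 50 µM in the dose-response confirmation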;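 also: death triggered by thapsigargin at about 15 µM added after 2 h compound pretreatment; cell ATP read after overnight thapsigargin exposure of roughly 18 to 22 hours; normalized against plate controls of thapsigargin alone and 5% DMSO vehicle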
human PMI inhibitors – MPI inhibition at elevated mannose 6-phosphate – biochemical, fluorescence intensity, high mannose 6-phosphate, primary screen (AID 1220) | recombinant PMI enzyme, coupled fluorescence intensity; higher % means a stronger effect | one-dose inhibition, % at 20 µM; IC50 in µM for titrated hits | 190,000 tested, 0.66% active
P. falciparum M17LAP – P. falciparum M17LAP inhibitors, primary screen, biochemical, fluorogenic H-Leu-NHMec substrate, 1536-well (AID 1619); recombinant M17LAP, H-Leu-NHMec fluorogenic kinetic assay; higher % means a stronger effect; inhibition, % at 30 µM, or IC50 in µM where a hit was titrated; 220,000 tested, 0.38% active;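 active = compound inhibiting the enzyme by more than half at any dose during confirmatory dose-response retesting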;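 also: plate controls were full reaction with DMSO carrier for no effect and no enzyme background for full effect; strong numbers were not always called active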
P. falciparum M1AAP – malaria alanyl aminopeptidase activity blockers – biochemical, fluorogenic H-Leu-NHMec substrate, 1536-well (AID 1445); 220,000 tested, 0.42% active; one-dose inhibition, % at 30 µM; IC50 in µM for titrated hits; recombinant M1AAP, H-Leu-NHMec fluorogenic kinetic assay; higher % means a stronger effect;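 active = primary inhibition above the hit cutoff, then over 50% inhibition at one or more dose response concentrations, cut at about 23% in these data, passing the limit was not always enough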;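 also: plate controls were DMSO full reaction for no effect and no enzyme background for full effect; strong numbers were not always called active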
human PMI inhibition – MPI enzyme activity inhibition – biochemical, fluorescence intensity, coupled assay, primary screen (AID 1209) | 190,000 tested, 0.42% active | purified PMI enzyme, coupled fluorescence intensity; higher % means a stronger effect | inhibition, % at 20 µM; hits with a dose series show IC50 in µM;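 also: plate controls were DMSO vehicle for no effect and wells lacking substrate for full effect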
XIAP antagonists – small molecules displacing peptide from XIAP – biochemical, IAP family, fluorescence polarization (AID 1018). XIAP BIR domain, fluorescence polarization peptide displacement; higher % means a stronger effect. 200,000 tested, 0.007% active. displacement, % at 20 µM, or IC50 in µM where a hit was titrated; in the data active = displacement above about 50%; also: a part of the inactive calls stands beside numbers as strong as those of hits
Myeloid diff MLP – promotes myeloid progenitor differentiation; ER-HoxA9 myeloid progenitors, lysozyme-GFP differentiation, flow cytometry; 360,000 tested, 1% active; calls only at 10 µM;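 active = normalized GFP-positive differentiation at or above the plate's own cutoff, the solvent-only control mean plus 3 SD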;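 also: cells exposed to compound for four days before flow analysis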
TNAP activators – human TNAP enzyme activators, primary screen, biochemical, luminescent, no phosphate acceptor, uHTS (AID 1001). purified TNAP, luminescent activation assay, no phosphate acceptor; higher activation fold means a stronger effect. activation fold at 20 µM; hits with a dose series show EC50 in µM. 200,000 tested, 0.03% active; in the data active = activation fold from about 3, or a potency from the dose series; inactive = the rest, 99 in 100 with activation fold below about 1.6; also: many of its hits are not listed in these tables
Myeloid diff MLP GFP+ MAC1+ % – second read-out of Myeloid diff MLP, no call of its own (marks repeat the call); GFP+ MAC1+ double positive, %; measured here: differentiation confirmed by MAC1 staining
* marks the source's active call; other numbers are inactive results; i = inactive; . = not tested or not shown. Rule as the data show it, unless noted: active = inhibition above about 50%; inactive = the rest. Rows are unselected; overall some 2.7% were active at least once.

Every second line gives: LYP inhibition, CSM14.1 death rescue, human PMI inhibitors, P. falciparum M17LAP, P. falciparum M1AAP, human PMI inhibition, XIAP antagonists, Myeloid diff MLP, Myeloid diff MLP GFP+ MAC1+ %, TNAP activators
CCCCn1c(N)c(NCCC(C)C)c(=O)[nH]c1=O
 : 5%, 3.6%, 3%, 6%, 4%, 11%, 0.0%, i, 0.6, 1.1
COC(=O)Nc1ccc(S(=O)(=O)NCCO)cc1
 : -9%, -0.2%, 4%, 4%, 3%, 6%, -3.0%, i, 1.1, 1.1
O=c1nc(N2CCOCC2)ccn1Cc1ccc(Br)cc1
 : -1%, 3.3%, 9%, -9%, 2%, 8%, -1.2%, i, 0.9, 1.1
CCOc1cc(C(c2c(C)[nH][nH]c2=O)c2c(C)[nH][nH]c2=O)ccc1OCc1ccc([N+](=O)[O-])cc1
 : -5%, -1.8%, 24%, 20%, -2%, 25%, -4.0%, i, 1.4, 1.5
COCCNc1nc(-c2cc(-c3ccccc3)on2)cc(C(C)C)n1
 : -2%, ., ., -14%, 3%, ., ., i, 1.4, .
O=C(COC(=O)c1ccc(S(=O)(=O)NCc2ccco2)cc1)Nc1ccc(Cl)cn1
 : -3%, -0.9%, 6%, 3%, -5%, 3%, -0.9%, i, 0.8, 1.1
C#CCOCCOCCOCCNc1nc(N2CCN(C(=O)[C@H](Cc3ccc(O)cc3)n3cc([C@@H](N)C(C)CC)nn3)CC2)nc(N2CCN(C(=O)[C@H](CCCCN)n3cc([C@@H](N)CC(C)C)nn3)CC2)n1 (stereo partly drawn)
 : -5%, -0.5%, -22%, -3%, 6%, -4%, 3.2%, ., ., 1.1
COc1ccccc1N(C(=O)CN1C(=O)c2ccccc2S1(=O)=O)C(C(=O)NCC1CCCO1)c1ccc(F)cc1 (stereo not drawn)
 : -2%, 0.5%, 9%, 24%, 2%, -7%, -7.2%, i, 0.3, 1.1
O=C(CCc1ccc(S(=O)(=O)NC2CCCCC2)cc1)N(Cc1ccccc1)Cc1ccccc1
 : 4%, -0.8%, 15%, -6%, -8%, 19%, -3.5%, i, 1.6, 1.1
CCOC(=O)c1cnc2c(C)cccc2c1NCCc1ccc(OC)c(OC)c1
 : 2%, 4.2%, 18%, 5%, 4%, 24%, -3.4%, i, 0.2, 1
Cc1nc2ccccc2c2oc(C(=O)Nc3ccc4c(c3)OCCO4)cc12
 : 2%, -0.8%, 7%, 3%, 2%, 1%, -5.6%, i, 3.0, 0.9
CCN(CCNC(=O)Cn1cc2c(n1)CCCC2)c1ccccc1
 : -2%, -1.9%, 10%, 13%, 13%, 11%, -0.3%, i, 2.9, 1.2
CCc1c(C)sc(NC(=O)C2CCCO2)c1C#N (stereo not drawn)
 : -1%, -1.1%, -7%, 2%, 5%, 9%, -2.4%, i, 1.3, 1.1
COc1ccc2[nH]c(=O)c(CN(Cc3cccs3)C(=S)NCC3CCCO3)cc2c1 (stereo not drawn)
 : 3%, ., ., 3%, 6%, ., ., i, 0.1, .
N#Cc1cn(CC(=O)N2CCc3ccccc3C2)c2ccccc12
 : -3%, -3.6%, 0%, -9%, -1%, 5%, -6.1%, i, 2.2, 1.1
O=C(c1ccco1)N(Cc1ccccc1)Cc1ccccn1
 : -11%, 0.2%, -2%, -4%, -4%, -37%, -7.2%, i, 0.5, 1
CC(C)(C)C(=O)Cn1c[n+](N)cn1
 : 0%, ., 2%, 1%, -5%, 3%, -2.1%, i, 1.1, 1.2
Cc1ccc2nc(SC(C)C(=O)N3CCCC3)[nH]c2c1 (stereo not drawn)
 : -2%, -2.9%, -6%, 9%, 3%, -9%, -1.2%, i, 1.6, 1.1
O=C1COc2ccc(NC(=O)N3CCN(c4ccc(F)cc4)CC3)cc2N1
 : -4%, 1.0%, 9%, 4%, 8%, 4%, -7.3%, i, 1.3, 1.1
Cc1ccc(OCCNC(=O)/C=C/c2ccccc2)cc1
 : -3%, -0.6%, 2%, -5%, -2%, -4%, -1.0%, i, 0.5, 1.2
CCN(CC)S(=O)(=O)c1cccc(-c2n[nH]c(=S)n2/N=C/c2ccc(OC(F)F)cc2)c1
 : 8%, 0.2%, 13%, 8%, 17%, 19%, -11%, i, 0.0, 0.8
COCc1ccc(CN2CCCC(CO)(Cc3ccccc3C)C2)o1 (stereo not drawn)
 : -4%, -0.8%, 1%, -2%, 5%, 3%, -2.0%, i, 0.2, 1.1
Cc1ccc2c(c1)c1c3n2CCN(C(=O)CN2CCN(C)CC2)C3CCC1 (stereo not drawn)
 : -2%, -2.6%, 21%, 20%, 3%, -8%, -10%, i, 0.8, 1.1
CCOC(=O)c1c(NC(=O)COc2ncnc3ccccc23)sc(C(C)=O)c1C
 : -2%, -6.3%, 2%, -10%, 1%, 3%, 2.0%, i, 1.5, 1.1
O=C(c1cc2ccccc2oc1=O)N(Cc1ccc(F)cc1)C1CCS(=O)(=O)C1 (stereo not drawn)
 : -5%, ., ., 7%, -2%, ., ., i, 0.4, .
CSc1ncccc1C(=O)OCC(=O)NC(C)(C)C
 : -6%, -0.8%, 8%, -16%, 9%, 9%, -6.4%, i, 1.3, 1.1
COc1cccc(CNCCNC(=O)c2nonc2N)c1
 : -7%, 1.7%, -3%, 1%, -3%, -2%, -6.2%, i, 2.0, 1.1
Cc1nc(-c2cccc(NC(=O)Cc3ccccc3)c2)cs1
 : 2%, 4.5%, 6%, 3%, 9%, 7%, -7.7%, i, 0.7, 1
CC(C)C(OC(=O)c1ccco1)C(=O)NC1CCCCC1 (stereo not drawn)
 : -2%, 0.2%, -10%, 3%, 1%, -16%, 0.1%, i, 0.6, 1.1
COC(=O)Cn1cnc2sc3c(c2c1=O)CCCC3
 : -2%, 1.8%, 1%, 9%, -1%, -1%, 1.2%, i, 0.2, 1.1
CN(C)c1ccc(-c2cccc(C3CC=CC4C3C(=O)N(Cc3ccccc3)C4c3ccc(C(F)(F)F)cc3)c2)cc1 (stereo not drawn)
 : -3%, ., ., 0%, -3%, ., ., i, 1.9, .
O=C(Nc1cccnc1)c1ccc(Cl)c([N+](=O)[O-])c1
 : -7%, ., 0%, 1%, 0%, 5%, -3.8%, i, 0.1, 1
CC(NC(=S)Nc1ccc(S(=O)(=O)N2CCOCC2)cc1)C1CC2CCC1C2 (stereo not drawn)
 : 1%, -5.5%, 10%, -1%, -1%, 22%, -7.3%, i, 1.2, 1.5
CC1CCC(NC(=O)Cn2c3c(c(-c4ccccc4Cl)cc2=O)CCC3)CC1 (stereo not drawn)
 : 4%, -1.0%, 16%, 34%, 9%, 14%, -1.1%, i, 4.1, 1
S=C(NCc1ccco1)Nc1ccc(Oc2ccccc2)cc1
 : 12%, -1.7%, 10%, 0%, 0%, 16%, -4.1%, i, 0.3, 1.2
CC1CCCN(c2ncnc3c2cnn3-c2ccc(Cl)cc2)C1 (stereo not drawn)
 : -4%, ., ., -5%, 0%, ., ., i, 2.6, .
N#CC1=C(N)c2ccccc2CC12CCCCC2
 : -4%, -2.9%, 9%, -14%, 0%, 7%, -4.1%, i, 1.2, 1.1
CC1=NCCN1S(=O)(=O)c1c(C(C)C)cc(C(C)C)cc1C(C)C
 : -6%, 5.9%, ., 3%, 6%, ., -5.5%, i, 0.9, 1
O=C(NCCCN1CCCCCC1)C1CCCN(S(=O)(=O)c2cccc3nsnc23)C1 (stereo not drawn)
 : -4%, -16%, -4%, 2%, 5%, -5%, -2.8%, i, 1.0, 1
NC(=O)c1ccc(Cc2ncc(C(F)(F)F)cc2Cl)s1
 : -2%, 0.2%, 13%, -7%, 4%, 14%, -5.0%, i, 0.7, 1.1
O=c1cc(O)n(-c2ccc(Cl)cc2)c(=S)[nH]1
 : -5%, 3.0%, -7%, 18%, 12%, -2%, -4.3%, i, 0.6, 1.2
COC(=O)CNS(=O)(=O)c1ccc(OC)cc1
 : -7%, -0.2%, -8%, 2%, 6%, -12%, -4.3%, i, 0.6, 1
Cc1cc(Cl)ccc1OCCCC(=O)NN
 : -6%, -1.2%, 3%, 18%, 3%, 9%, -4.1%, i, 0.2, 1.1
CSc1ccccc1NC(=O)c1cnccn1
 : -1%, -2.0%, -19%, -7%, -1%, -12%, -3.5%, i, 1.9, 1
COc1cccc(N2CCN(C(=O)CCSCc3ccccc3F)CC2)c1
 : -3%, -1.0%, 2%, 1%, -2%, -6%, -5.1%, i, 0.1, 1.1
COc1cccc(-c2nnc3sc(-c4ccc(Cl)cc4)nn23)c1
 : -1%, 1.0%, -12%, ., ., -8%, -6.3%, ., ., 1.1
CC1CN(C(=O)C(C)N2CCN(c3cccc(Cl)c3)CC2)CC(C)O1 (stereo not drawn)
 : -5%, 1.5%, 2%, 10%, 11%, -8%, -5.9%, i, 0.3, 1
O=C(O)c1cc(S(=O)(=O)NCc2ccco2)c(Cl)cc1Cl
 : -1%, -2.1%, -6%, -16%, 4%, -9%, -4.5%, i, 0.6, 1.1
O=C(Nc1ccccc1C(=O)N1CCOCC1)c1cccnc1
 : -9%, 6.3%, -5%, 10%, 3%, 5%, -1.5%, i, 7.1, 1.1
Cc1ccc(C2CC2c2n[nH]c(=S)n2-c2cccc(C)c2)cc1 (stereo not drawn)
 : 0%, 0.5%, 17%, -8%, 3%, 22%, -0.5%, i, 0.2, 1.1

Next records:
Every second line gives: LYP inhibition, CSM14.1 death rescue, human PMI inhibitors, P. falciparum M17LAP, P. falciparum M1AAP, human PMI inhibition, XIAP antagonists, Myeloid diff MLP, Myeloid diff MLP GFP+ MAC1+ %, TNAP activators
Cn1cc(C(=O)c2ccc(Cl)cc2Cl)cc1C(=O)N/N=C(\N)COc1ccc(F)cc1
 : -2%, -3.6%, 2%, -3%, -27%, 9%, -6.7%, i, 1.5, 1.1
CCC(=O)Nc1cc2[nH]c(=O)cc(C)c2cc1C
 : -8%, 0.7%, 55%*, -7%, -7%, 20%, -12%, i, 0.5, 1.1
O=C(Nc1ccc(Cl)c(Cl)c1)N1CCSCC1
 : -1%, -2.1%, 0%, -7%, 3%, 3%, 3.2%, i, 0.6, 1.1
Cc1ccnc(SCc2cc(=O)c(OC(=O)c3cccs3)co2)n1
 : -12%, 0.3%, -8%, -5%, 6%, 2%, -2.8%, i, 0.4, 1
O=C(/C=C/c1ccc(Cl)cc1)N(Cc1cccs1)C1CCS(=O)(=O)C1 (stereo not drawn)
 : -4%, ., ., -4%, 8%, ., ., i, 0.6, .
COc1ccc(CNC(=O)C2CCCN2)cc1OC (stereo not drawn)
 : -8%, 1.0%, 2%, ., ., 9%, -2.1%, i, 0.3, 1.1
Cc1ccc2cccc(SCC(=O)N3CCOCC3)c2n1
 : -2%, -0.1%, 8%, -6%, -2%, 12%, 0.1%, i, 1.0, 1
CCN1C(=O)C(CC(=O)Nc2ccc(OC)cc2)N(CCc2ccccc2F)C1=S (stereo not drawn)
 : 4%, ., ., 8%, 1%, ., ., i, 0.4, .
c1ccc(-c2nc3nonc3nc2-c2ccccc2)cc1
 : -1%, -2.6%, -28%, -4%, 2%, -45%, -3.1%, i, 1.1, 0.9
COc1ccccc1C(=O)N1CCN(S(=O)(=O)c2ccccc2)CC1
 : -11%, 1.8%, -6%, -11%, 0%, -6%, -3.3%, i, 0.8, 1
